# Screens (PubChem)
# hK5 inh: blocks human kallikrein 5 protease activity; AID 873; inhibition, % at 5 µM; recombinant hK5, fluorogenic AMC substrate cleavage; hit rate 0.59% among 210,000; Q9Y337;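 active = inhibition of 40% or more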;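 note: 0% = enzyme controls without compound and 100% = no-enzyme blanks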
# EBV gp42 block: inhibitors of Epstein-Barr virus glycoprotein 42 | Q1HVG2 | Fluorescence polarization binding assay, mP read-out | inhibition, % (tested at 21.74 µM) | hit rate 0.42% among 220,000 | AID 1085; in the data active = inhibition above about 50%
# 14-3-3 Bad PPI: disrupts binding of bovine 14-3-3 zeta to phospho-Bad peptide. P63103. TR-FRET 14-3-3zeta/Dy647-pBad peptide displacement, 1 h. inhibition, % at 21.7 µM. hit rate 0.71% among 220,000. AID 781;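 active = inhibition above about 70%, limit read from the data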;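 note: 0% = full 14-3-3 plus peptide FRET controls and 100% = background without 14-3-3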
# Rad51 HR inh: blocks human Rad51 in homologous recombination; hit rate 0.085% among 200,000; Q06609; inhibition, % at 10 µM; hRad51 DNA strand exchange, fluorescence dequenching;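 active = inhibition above 40% at the single screening dose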;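 note: 0% = DMSO control wells and 100% = blanks with heterologous ssDNA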
# Target sequence (Q06609 whole entry, looked up): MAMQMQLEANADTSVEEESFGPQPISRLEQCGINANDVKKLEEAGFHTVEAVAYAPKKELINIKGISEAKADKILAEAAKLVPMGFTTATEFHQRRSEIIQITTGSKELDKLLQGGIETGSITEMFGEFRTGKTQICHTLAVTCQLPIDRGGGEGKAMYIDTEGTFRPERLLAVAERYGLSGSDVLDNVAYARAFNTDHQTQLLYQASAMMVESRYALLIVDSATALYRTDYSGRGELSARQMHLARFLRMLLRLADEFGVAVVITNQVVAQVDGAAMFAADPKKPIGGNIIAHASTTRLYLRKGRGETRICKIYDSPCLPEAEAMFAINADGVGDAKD
#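 Test system: preformed human Rad51 ssDNA filaments. Compound dosing: single dose, 10 µM final compound. Incubation: filaments 15 min 37 °C, then compound 30 min. Technique: FRET fluorescence dequenching, excitation 485 nm, emission 520 nm. Read-out basis: percent inhibition from fluorescence, normalised to plate control and blank means. Benchmarks: plate controls and plate blanks.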
# Furin inh: inhibitors of human furin. hit rate 0.061% among 220,000. purified furin, fluorogenic substrate cleavage. AID 463115. inhibition, % at 30 µM. P09958; in the data active = inhibition above about 25%; note: inactives centre near -15
# KCC2 mod: modulates chloride dependent transport by human KCC2. KCC2 cells, thallium flux FluoZin-2 fluorescence. B-score of Tl+ flux slope (higher = more flux/activation; lower = inhibition) at 10 µM. hit rate 2.2% among 190,000. AID 1456;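 active = thallium flux slope and its plate-corrected score both differing from the plate sample mean at a set confidence after two filtering rounds, in either direction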;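 note: slope of fluorescence scaled to starting intensity during 10 to 20 s after thallium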
# Thrombin inh: thrombin (human) inhibition; alpha-thrombin, Boc-VPR-AMC fluorogenic substrate cleavage; hit rate 0.26% among 220,000; inhibition, % at 5 µM;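 active = inhibition at or above 40%; inactive = inhibition below 40%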;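 note: 0% = enzyme with no compound and 100% = wells without enzyme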
#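 Material: human alpha-thrombin protein; Also added: Boc-VPR-AMC substrate, 15 µM final; Timing: enzyme reaction carried out at room temperature; Signal: fluorescence, ex 355 nm, em 460 nm; Measure: % inhibition of thrombin; Controls: enzyme without compound as high, wells lacking enzyme as low.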
# NCF1 inh: p47phox (human) inhibition; P14598; p47phox/p22phox peptide binding, fluorescence polarization, 2 h; inhibition, % at 24.7 µM; hit rate 0.53% among 220,000;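 note: 0% = p47phox with labelled peptide and 100% = labelled peptide alone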
# Target sequence (P14598 whole entry, looked up): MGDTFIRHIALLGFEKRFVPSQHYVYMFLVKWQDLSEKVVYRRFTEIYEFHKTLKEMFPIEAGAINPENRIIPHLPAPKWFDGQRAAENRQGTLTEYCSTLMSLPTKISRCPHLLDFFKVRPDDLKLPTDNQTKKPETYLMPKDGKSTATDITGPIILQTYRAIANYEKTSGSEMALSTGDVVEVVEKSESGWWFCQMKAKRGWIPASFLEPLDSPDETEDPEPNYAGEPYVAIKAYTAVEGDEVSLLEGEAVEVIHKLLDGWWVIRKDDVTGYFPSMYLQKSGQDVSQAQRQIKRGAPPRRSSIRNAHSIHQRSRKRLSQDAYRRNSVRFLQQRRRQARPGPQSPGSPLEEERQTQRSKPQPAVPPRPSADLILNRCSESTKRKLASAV
# eIF4E 4G PPI: blocks eIF4E binding to eIF4G; inhibition, % at 21.7 µM; TR-FRET eIF4E-eIF4GI(517-606) binding, 2 h; P63073+Q04637; AID 782; hit rate 0.37% among 220,000;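 note: 0% = full FRET control wells and 100% = background wells lacking eIF4GI fragment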
# An asterisk follows results filed as active; . = no result given; [ ] = dose if it differs, or a comment.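 Rule for the calls, unless noted: active = inhibition above about 30% (limit read from the data); inactive = the rest.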 Compounds as they come. Share with any hit: about 4.7%.
no.	SMILES	hK5 inh	EBV gp42 block	14-3-3 Bad PPI	Rad51 HR inh	Furin inh
1	COc1ccc(NC(=O)COC(=O)c2c3c(nc4ccccc24)CCCC3)cc1Cl	-21	0	-5[fluorescence artefact?]	3	-4[20 µM]
2	CCn1ncc(Br)c1C(=O)Nc1cccc(F)c1	-2	8	-2	-3	-21
3	Cc1cc(=O)[nH]c(CN2CCC(c3ccccc3)CC2)n1	-6	9	-14	16	-25
4	COc1ccc(/C=C/C(=O)C2C(=O)C=C(C)OC2=O)cc1O (stereo not drawn)	-4	-14	4[fluorescence artefact?]	-16	-8
5	CC1(C)Oc2ccc3ccc(=O)oc3c2C(N2CCCCC2)C1O (stereo not drawn)	-24	-9	0	-8	-27[20 µM]
6	COC1=C(Nc2ccc(OC)cc2)C(=O)c2ccccc2C1=O	-13	-16	-16	8	-11
7	CCOC(=O)C(O)(NC(=O)c1cccnc1)C(F)(F)F (stereo not drawn)	30	-2	21	9	-5
8	CCC(C)(C)NC(=O)c1ccc2c(c1)N(CC(=O)OC)C(=O)C(C)(C)O2	-12	-19	1	5	-22
9	CN1CCCCCC1=Nc1ccccc1C#N	-21	-7	57	-13	-17
10	O=C(c1ccco1)N1CCN(S(=O)(=O)c2ccc([N+](=O)[O-])cc2)CC1	1	-23	-9	4	-29

no.	KCC2 mod	Thrombin inh	NCF1 inh	eIF4E 4G PPI
1	0.089	-14	-18	-4
2	0.65	-2	-2	-2
3	-0.027	2	-7	-4
4	-1.3	10	-11	0
5	1.1	2	-43	-1
6	-0.86	-8	-4	16
7	0.61	2	2	1
8	1	3	-7	-1
9	0.42	1	-8	14[fluorescence artefact?]
10	0.85	-4	-30	2

no.	SMILES	hK5 inh	EBV gp42 block	14-3-3 Bad PPI	Rad51 HR inh	Furin inh
11	CCC(C(=O)Nc1ncc(C)s1)c1ccccc1 (stereo not drawn)	-9	-8	4	13	-16
12	Cc1ccc(Nc2c(-c3ccc(N4CCOCC4)cc3)nc3ncccn23)c(C)c1	-6	-17	44[fluorescence artefact?]	.	-4
13	O=[N+]([O-])c1cc(Br)c(O)c(C=Nc2ccc(N3CCOCC3)cc2)c1	-5	10	-19	-10	-17
14	Cc1nnc(SCC(=O)Nc2sc3c(c2C(=O)c2ccccc2)CCCC3)s1	-11	7	6	0	3
15	Cc1cccc(C(=O)NCc2nnc(SCC(=O)NC(C)c3ccccc3)n2C)c1 (stereo not drawn)	-15	-2	-12	-2	-15
16	COc1ccccc1OCC(=O)Nc1nnc(-c2ccco2)s1	-12	-23	-12	-2	-21
17	O=[N+]([O-])c1ccc(N2CCCC2)cc1NC(c1ccccc1)c1ccccc1	2	1	-1	1	-11
18	O=C(NC1(C(F)(F)F)Oc2ccccc2O1)N1CCCC1	2	-13	-8	-2	-10
19	CC1(C)Cc2c(c(N3CCOCC3)nc3sc4c(NCCN5CCOCC5)nnnc4c23)CS1	1	-1	5	-3	9
20	CN(C)S(=O)(=O)Oc1ccsc1C(=O)Nc1ccccc1Cl	-2	-17	2	3	-14[20 µM]

no.	KCC2 mod	Thrombin inh	NCF1 inh	eIF4E 4G PPI
11	0.6	-1	-8	0
12	0.03	1	-17	3
13	-2.1	0	6	12
14	-1	-7	-34	2
15	-0.057	-2	-3	-7
16	0.34	2	-13	0
17	.	-5	-7	4
18	0.72	-6	-13	0
19	-1.3	-8	-5	2
20	0.74	-5	-2	1

no.	SMILES	hK5 inh	EBV gp42 block	14-3-3 Bad PPI	Rad51 HR inh	Furin inh
21	COc1ccc(NC(=O)CC2C(=O)N(C)C(=S)N2CCc2ccc(F)cc2)cc1 (stereo not drawn)	-3	3	1	.	-11
22	CCOC(=O)Nc1ccc(NS(=O)(=O)c2ccc(C)cc2)cc1	-4	-4	-13	-1	-13[20 µM]
23	O=C(Nc1scc(-c2cccs2)c1C(=O)O)c1cccs1	9	-10	1	2	10
24	COc1ccc(-n2c(=O)cc(N3CCc4ccccc43)[nH]c2=O)cc1	-9	-20	0	4	-11[20 µM]
25	Cc1cc(C(=O)OCC(=O)N2CCc3ccccc32)c(C)o1	-6	-15	2[fluorescence artefact?]	-3	-15
26	CCCC(=O)Nc1nc(C)c(-c2csc(Nc3cc(OC)ccc3OC)n2)s1	.	-7	41[fluorescence artefact?]	-5	-9[20 µM]
27	COc1cccc(NC(=O)CSc2nc3c(c(=O)n2C)SC(C)C3)c1 (stereo not drawn)	-3	-23	9	0	-18
28	CCN(CC(O)COCc1ccc(Cl)cc1)C1CCCCC1 (stereo not drawn)	1	-6	-12	9	-29
29	COc1ccc(C(=S)N2CCOCC2)cc1OC(=O)c1cc([N+](=O)[O-])c(C)c([N+](=O)[O-])c1	-4	-16	3	0	-23[20 µM]
30	CCOC(=O)c1c(C)[nH]c(C(=O)COC(=O)CNC(=O)c2ccc(Cl)cc2)c1C	-1	-9	1	8	-17

no.	KCC2 mod	Thrombin inh	NCF1 inh	eIF4E 4G PPI
21	-1	-8	-15	2
22	.	3	-2	3
23	.	12	-9	-3
24	0.25	4	-21	-1[fluorescence artefact?]
25	-0.043	-5	-15	3
26	-0.25	-4	-21	-3
27	.	-4	5	-8
28	-1.5	10	-2	-2
29	.	-3	-6	-12
30	0.8	0	-26	-1[fluorescence artefact?]

no.	SMILES	hK5 inh	EBV gp42 block	14-3-3 Bad PPI	Rad51 HR inh	Furin inh
31	O=C(CSc1ccc(Cl)cc1)N1N=CCC1c1ccccc1 (stereo not drawn)	2	-6	-2	3	-9
32	COCCCn1c(SCC(=O)Nc2cccc(C(=O)OC)c2)nnc1-c1ccncc1	-15	-16	-12[fluorescence artefact?]	-5	-8
33	C=CCNC(=O)c1csc(-c2ccccc2)n1	3	-7	5	-1	-17[20 µM]
34	COc1ccccc1Sc1nc(-c2ccccc2)ncc1OC	2	-1	-3	-23	-11
35	Cc1ccc(Cl)cc1N1CCN(S(=O)(=O)c2cccc(S(=O)(=O)N3CCCC3)c2)CC1	-3	-8	0	1	-16
36	Cc1ccc(NC(=O)c2ccc(OC(=O)C(C)Oc3ccc(Cl)cc3C)cc2)cc1 (stereo not drawn)	-4	-14	8	2	-20
37	O=S(=O)(c1ccccc1)n1cc(-c2ccccn2)c(N2CCOCC2)n1	12	1	-8	-12	-20
38	O=c1n(Cc2ccccc2F)c2ccccc2n1Cc1ccccc1F	-10	-1	-6	4	-23[20 µM]
39	CC(=O)c1ccc(-c2cc([C@H]3[C@H]4C=CC[C@@H](C)[C@@H]4C(=O)N3Cc3ccccc3)ccc2F)cc1	1	2	-8	5	-9
40	CCSC1=C(C#N)C(=O)n2c1cc1c2CCCC1	-15	10	.	-2	-14

no.	KCC2 mod	Thrombin inh	NCF1 inh	eIF4E 4G PPI
31	0.36	0	-6	6
32	-0.77	0	-39	10[fluorescence artefact?]
33	0.067	-5	0	5
34	-0.4	-12	-4	2
35	-0.36	-2	-18	-11
36	-0.25	-6	-5	0
37	-2.2	1	0	-1
38	-0.0079	1	-11	5
39	-0.88	-8	-14	-1
40	1.2	2	-272	.

no.	SMILES	hK5 inh	EBV gp42 block	14-3-3 Bad PPI	Rad51 HR inh	Furin inh
41	COc1ccc(CCN2C(=O)CC(C(C)c3ccccc3)C2=O)cc1OC (stereo not drawn)	1	-7	-1	8	-24
42	COc1cccc(C(=O)Oc2cc(C)[nH]c(=O)c2[N+](=O)[O-])c1	28	0	14	-2	4
43	COCC1CCCN(Cc2cn(-c3ccccc3)nc2-c2ccc3c(c2)OCO3)C1 (stereo not drawn)	4	-7	-10	8	-17
44	COCCNC(=O)/C(C#N)=C1\N=C(N)c2ccccc21	-17	-9	4	-2	15
45	O=C(NNC(=O)C1CC1c1ccccc1)Nc1ccccc1 (stereo not drawn)	-7	1	6	23	-19
46	CCN1C(=O)C(Cc2nc3ccccc3c(=O)n2C)c2ccccc21 (stereo not drawn)	-12	5	5	10	-18
47	Cc1ccc(S(=O)(=O)NCC[C@@]2(C)C3CCC2(C)C(=O)C3)cc1 (stereo partly drawn)	2	-3	-2	.	-16
48	Cc1ccc2cc(-c3noc(C4CCCO4)n3)c(=O)[nH]c2c1 (stereo not drawn)	-9	-21	24	-5	-33
49	CN=C1SC(CC(=O)Nc2sc3c(c2C#N)CCCC3)C(=O)N1C (stereo not drawn)	-1	-28	7	-2	-11[20 µM]
50	O=C(COC(=O)CCc1ccc(S(=O)(=O)N2CCOCC2)cc1)NC1CCCCCC1	-13	-2	-11[fluorescence artefact?]	-5	-3

no.	KCC2 mod	Thrombin inh	NCF1 inh	eIF4E 4G PPI
41	-0.6	-7	-4	0
42	0.36	13	0	-2
43	0.17	2	-3	0
44	-0.021	-4	-10	-2
45	0.91	-2	-1	4[fluorescence artefact?]
46	-0.46	5	-6	-4
47	0.88	-5	-3	1
48	1.5	-1	-2	2
49	-0.33	8	-10	0
50	-0.033	-8	-14	14

no.	SMILES	hK5 inh	EBV gp42 block	14-3-3 Bad PPI	Rad51 HR inh	Furin inh
51	CN(C)CCOCCOc1ccccc1-c1ccccc1	34	9	87*	-2	-20
52	C=CCn1c(N)cc(=O)nc1SCC(=O)N1CCN(c2ccc(F)cc2)CC1	-10	-18	-13[fluorescence artefact?]	-4	-22[20 µM]
53	CC(C)CC(c1nnnn1CC1CCCO1)N1CCN(Cc2ccc3c(c2)OCO3)CC1 (stereo not drawn)	-21	-2	29[fluorescence artefact?]	.	-19[20 µM]
54	CC(C)(C)c1ccc(C(=O)Nc2ncn[nH]2)cc1	-1	-4	-8	2	-27

no.	KCC2 mod	Thrombin inh	NCF1 inh	eIF4E 4G PPI
51	0.66	7	-5	3[fluorescence artefact?]
52	-0.24	2	-13	3
53	0.32	4	-1	-1[fluorescence artefact?]
54	1.3	-12	-4	-2
